Screens (PubChem BioAssay)
5HT1E ag = agonists of human 5-HT1E serotonin receptor. AID 574. CHO 5-HT1E Ga15 NFAT-bla reporter, FRET; 0% DMSO wells, 100% control agonist wells. 65,000 tested, 0.69% active. activation, % at 6 µM;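 active means activation above a set limit, the screen-wide mean activation plus 3 SD, cut at about 8.5% in these data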;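 further: 100% = positive control agonist at 1 µM giving full maximal response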
Jurkat tox 60K = cytotoxic compounds reducing Jurkat cell viability; AID 463; Jurkat E6.1 viability, ATP luminescence, 48 h; inhibition, % at 4 µM; 56,000 tested, 1.2% active;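 active means inhibition above the mean inhibition of all tested compounds plus 3 SD, cut at about 28% in these data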
M1 agonist = activates the M1 muscarinic receptor | B-score at 10 µM | 64,000 tested, 3% active | CHO-M1 cells, Fluo-4 calcium fluorescence, agonist mode; stronger effect = higher value;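 active means fluorescence rise, raw or as B-score row- and column-corrected plate score, outside the 99.7% band of its plate's samples, either direction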
Her2 expr inh = lowers expression of human Her2 kinase; P04626; SKBR-3 HER2 protein level, AlphaScreen, 18-24 h; stronger effect = lower value; HER2 level % of control, % at 10 µM; 65,000 tested, 0.69% active; AID 645;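 active means HER2 level under 5% of the carrier-only control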;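 further: 100% = DMSO carrier and 0% = 500 nM PU-H71 HSP90 inhibitor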
HEK293 NFkB inh = inhibitors of the PMA/ionomycin-induced NF-kB reporter in HEK293 cells; HEK-293 NF-kB luciferase reporter, luminescence; inhibition, % at 3 µM; 62,000 tested, 0.21% active; AID 465;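 active means inhibition above the mean of all tested compounds plus 3 SD, cut at about 40% in these data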;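 further: 0% = stimulated DMSO wells and 100% = 10 µM reference inhibitor 5653914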
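System: NF-kB luciferase reporter HEK-293 cells | Replication: Single test | Control set: DMSO vs reference inhibitor | Evaluation: % inhibition | Schedule: 1 h pretreatment, 16 h stimulation, 37 °C | Probe or stimulus: PMA with ionomycin | Compound dosing: One dose, 3 µM | Detection: Luciferase luminescence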
5HT1E antag = blocks the human 5-HT1E serotonin receptor; CHO 5-HT1E Ga15 NFAT-bla reporter, FRET, antagonist; inhibition, % at 6 µM; 65,000 tested, 0.99% active;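 active means inhibition above a set limit, the mean inhibition across every tested compound plus 3 SD, cut at about 29% in these data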;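 further: signal is the 460 over 535 nm emission ratio of beta-lactamase substrate; 0% = agonist plus DMSO wells and 100% = wells without agonist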
S1P3 agonist = agonists of human S1P3 receptor; AID 373; S1P3 NFAT-BLA reporter cells, agonism, FRET ratio; relative to 1 µM S1P, basal subtracted; 60,000 tested, 0.1% active; Q99500; activation, % at 4.5 µM;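 active means activation above the screen-wide mean plus 3 SD, cut at about 4.5% in these data, passing the limit was not always enough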; further: some compounds called inactive have numbers as strong as hits
Target sequence (Q99500 whole entry, looked up): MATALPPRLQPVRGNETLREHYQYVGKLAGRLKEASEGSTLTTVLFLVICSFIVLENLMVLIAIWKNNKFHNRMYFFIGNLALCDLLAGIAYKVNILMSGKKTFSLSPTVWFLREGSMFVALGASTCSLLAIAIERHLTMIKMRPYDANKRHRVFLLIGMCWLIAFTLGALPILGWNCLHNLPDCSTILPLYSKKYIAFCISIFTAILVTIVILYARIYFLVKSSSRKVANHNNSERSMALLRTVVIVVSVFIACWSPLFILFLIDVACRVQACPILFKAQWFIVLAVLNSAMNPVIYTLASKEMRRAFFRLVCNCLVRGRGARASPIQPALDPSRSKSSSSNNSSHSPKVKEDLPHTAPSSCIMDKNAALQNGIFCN
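Material: Human S1P3 NFAT-BLA reporter CHO cells | Incubation: Overnight plating, 4 h compound 37 °C, 2 h substrate RT | Signal: FRET β-lactamase substrate fluorescence, excitation 405 nm, 460/535 nm emission ratio, background-subtracted | Compound: 4.5 µM final, single dose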
S1P1 ag-PAM = agonists and agonism potentiators of human S1P1 receptor; 56,000 tested, 0.57% active; activation, % at 9.5 µM; S1P1 CRE-bla cells, forskolin, beta-lactamase FRET, potentiator mode; S1P1 agonist co-added at EC20, 2 nM; 100% = saturating reference agonist, 0% = basal;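 active means activation above a cutoff set at the mean activation of all tested compounds plus 3 SD, cut at about 54% in these data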;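 further: forskolin at 4 µM as EC80 and the EC20 agonist is SEW2871; 100% = SEW2871 at its EC100 plus forskolin at EC80; some compounds past the cut are filed as inactive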
Target sequence (P21453 whole entry, looked up): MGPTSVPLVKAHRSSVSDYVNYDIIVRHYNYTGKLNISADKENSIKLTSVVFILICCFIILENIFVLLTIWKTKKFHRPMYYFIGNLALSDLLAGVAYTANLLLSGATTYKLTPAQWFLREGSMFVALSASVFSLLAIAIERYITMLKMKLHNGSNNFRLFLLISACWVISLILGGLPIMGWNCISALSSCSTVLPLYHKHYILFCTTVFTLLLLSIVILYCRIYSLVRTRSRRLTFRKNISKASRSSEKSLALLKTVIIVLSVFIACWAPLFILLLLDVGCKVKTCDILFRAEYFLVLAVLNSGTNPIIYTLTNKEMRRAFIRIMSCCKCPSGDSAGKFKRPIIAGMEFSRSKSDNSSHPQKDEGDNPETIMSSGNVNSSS
M1 antag = antagonists of rat M1 muscarinic receptor. 64,000 tested, 3.4% active. B-score at 10 µM. CHO-M1 cells, Fluo-4 calcium, ACh EC80 antagonist mode; stronger effect = lower value;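 active means calcium fluorescence response, raw or row-and-column corrected B-score, differing from the plate sample mean either way at a set confidence level, mostly lower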
* = called active by the depositor; x = no result given.

SMILES	5HT1E ag	Jurkat tox 60K	M1 agonist	Her2 expr inh	HEK293 NFkB inh	5HT1E antag	S1P3 agonist	S1P1 ag-PAM	M1 antag
CC1SC2(CN3CCC2CC3)NC1=O (centres undefined)	-0.2	-0.1	0.217	83.3	6.6	-3.0	-1.4	19.1	0.378
Nc1cccc(N=Cc2c(O)n(Cc3ccc(F)cc3)c(=O)[nH]c2=O)c1	0.6	-2.5	0.0738	96.2	4.7	3.1	-0.2	6.2	0.727
C(#CCN1CCOCC1)COCc1ccccc1	6.9	-4.4	0.011	113.0	-8.5	12.7	-0.9	4.5	-0.0193
O=C1C2CCCN2C(c2cccc(Cl)c2)N1c1ccccn1 (centres undefined)	0.5	-3.7	1.36	117.4	1.4	-5.0	-0.1	12.4	0.172
COc1ccccc1N=Cc1c(O)n(C)c(=O)n(C)c1=O	-0.6	-0.7	1.15	97.3	10.4	-5.9	-0.2	-6.9	-0.36
c1ccc2c3c([nH]c2c1)CNCC3	0.4	x	-0.242	110.0	x	-9.6	-3.3	-2.6	0.303
C[C@@]1(CO)[C@H](O)CC[C@@]2(C)[C@H]1CC[C@H]1C[C@@H]3C[C@@]12CC[C@]3(O)CO	0.8	x	-0.385	-15.3*	x	-5.7	-0.9	-16.1	1.45
CCN1CCN(C(=O)COc2cc(=O)n(CC)c3ccccc23)CC1	-1.1	-1.7	0.673	98.3	9.6	1.2	-0.8	-5.9	0.157
O=C1NC(=O)C2(Cc3ccccc3N3CCCC32)C(=O)N1c1cccc(Cl)c1 (centres undefined)	0.3	-5.3	0.0545	95.4	30.2	-9.1	0.3	-15.2	0.0508
COC(=O)C1C2c3ccccc3OC1(C)N=c1s/c(=C/c3cn(C)nc3C)c(=O)n12 (centres undefined)	0.5	3.6	-1.01	87.0	12.7	4.0	-0.9	-36.0	0.848
COc1ccc(-c2nc(CSCC(=O)N3CCC4(CC3)OCCO4)c(C)o2)cc1OC	0.6	0.1	-0.318	138.3	4.1	-0.8	-0.1	-13.1	0.138
CCN(CC)c1ccc(N=Cc2c(O)n(-c3cc(OC)ccc3OC)c(=O)[nH]c2=O)cc1	0.8	x	12.7	69.6	x	-2.2	49.7	10.7	-0.0489
CCC(C)NC(=O)c1c(N)n(CC2CCCO2)c2nc3ccccc3nc12 (centres undefined)	8.3	1.4	-0.217	87.3	-2.2	-0.2	2.4	-83.3	0.369
CCOC(=O)c1c(C)c(P(=S)(N2CCOCC2)N2CCOCC2)n(C)c1C	-0.9	x	-0.0243	103.7	18.8	-2.0	x	x	0.0128
O=C1NC(=O)[C@]2(Cc3ccccc3N3CCN(c4ccccc4)CC32)C(=O)N1c1ccccc1 (some centres undefined)	1.3	4.2	0.341	67.6	-6.6	-15.7	-0.7	0.3	0.859
CN(C)C(=O)CSc1nnc([C@@H](N)Cc2ccccc2)o1	1.6	-12.7	0.161	80.7	1.3	-3.0	0.5	0.8	0.083
CCOC(=O)N(CC)c1ccc(C(O)(C(=O)OCC)C(F)(F)F)cc1 (centres undefined)	-0.3	9.0	0.00652	100.7	19.4	2.5	-1.9	-5.2	-0.875
COC(=O)C(O)(c1cn(C)c2ccccc12)C(F)(F)F (centres undefined)	0.6	1.4	0.0583	78.2	10.7	-0.5	-0.1	-21.9	0.338
O=P(c1ccccc1)(c1ccccc1)N1CCCCC1	-1.2	x	0.267	79.1	x	5.2	-3.4	-6.8	0.0072
CCOC(=O)CC1=C(C(=O)OCC)C2(C(=O)Nc3ccccc32)C(C#N)=C(N)O1 (centres undefined)	-0.1	x	-0.0207	91.2	7.4	2.6	x	x	-0.279
O=c1cc(C2CCNCC2)[nH][nH]1	0.9	-7.1	0.462	94.3	4.9	-0.7	-0.1	-10.7	-0.324
ClC1=CCC2CN(CCN3CCCCC3)CC2C1 (centres undefined)	-0.4	2.6	-0.126	82.9	21.3	-9.9	-0.7	-21.5	-1.26
c1cc2n(c1)-c1c(ccc3c1OCO3)CNC2c1ccc2c(c1)OCO2 (centres undefined)	-0.1	1.5	-1.74	62.7	20.9	10.6	-0.4	24.8	-10.3*
CC(=O)N1CCN(c2ccc(N=Cc3c(O)n(-c4ccc(Cl)cc4)c(=O)[nH]c3=O)cc2)CC1	-0.8	9.7	-0.702	103.6	1.4	13.9	-1.6	17.8	-0.0967
O=c1cccc2n1CC1CC2CN(c2ncnc3c2cnn3-c2ccc(Cl)cc2)C1 (centres undefined)	0.4	x	-3.55*	91.0	8.9	-4.4	x	x	0.253
CCC(=Nc1ccc(OC)cc1OC)c1c(O)n(C)c(=O)n(C)c1=O	-0.6	9.6	-0.738	59.0	27.3	4.8	-0.5	4.4	-1.17
N#Cc1ccccc1Cn1cc(C(=O)C2CC2)c2ccccc21	0.0	-2.5	-0.135	97.7	5.3	11.6	-0.5	18.1	-0.0252
Cc1cc([P+](=O)O)c(C)n1-c1ccc(Br)cc1	0.1	0.8	-0.361	117.0	-2.4	-1.7	-0.6	2.7	0.0562
Cc1ccc(S(=O)(=O)Cc2ccc(C(=O)N3CCC4(CC3)OCCO4)o2)cc1	0.4	3.6	1.02	98.4	22.0	1.0	-0.5	-16.0	0.591
Cc1ccc(S(=O)(=O)N2CN3CCN(C3)C2)cc1	-0.3	-7.6	0.659	108.3	18.4	3.4	-0.5	10.8	0.528

Compound profiles, as listed above:
CC(=O)N1CCN(c2ccc(N=Cc3c(O)n(-c4ccc(Cl)cc4)c(=O)[nH]c3=O)cc2)CC1 is listed with 5HT1E ag: -0.8; Jurkat tox 60K: 9.7; M1 agonist: -0.702; Her2 expr inh: 103.6; HEK293 NFkB inh: 1.4; 5HT1E antag: 13.9; S1P3 agonist: -1.6; S1P1 ag-PAM: 17.8; M1 antag: -0.0967
CCOC(=O)N(CC)c1ccc(C(O)(C(=O)OCC)C(F)(F)F)cc1 (centres undefined) is listed with 5HT1E ag: -0.3; Jurkat tox 60K: 9.0; M1 agonist: 0.00652; Her2 expr inh: 100.7; HEK293 NFkB inh: 19.4; 5HT1E antag: 2.5; S1P3 agonist: -1.9; S1P1 ag-PAM: -5.2; M1 antag: -0.875
Cc1ccc(S(=O)(=O)N2CN3CCN(C3)C2)cc1 is listed with 5HT1E ag: -0.3; Jurkat tox 60K: -7.6; M1 agonist: 0.659; Her2 expr inh: 108.3; HEK293 NFkB inh: 18.4; 5HT1E antag: 3.4; S1P3 agonist: -0.5; S1P1 ag-PAM: 10.8; M1 antag: 0.528

Next part:
SMILES	5HT1E ag	Jurkat tox 60K	M1 agonist	Her2 expr inh	HEK293 NFkB inh	5HT1E antag	S1P3 agonist	S1P1 ag-PAM	M1 antag
Cn1c(O)c(/C=N/c2ccccn2)c(=O)n(C)c1=O	-0.2	x	1.6	88.6	0.7	-0.3	x	x	0.382
c1ccc(C2CC3CC(c4ccco4)N2O3)cc1 (centres undefined)	-0.2	6.4	0.438	91.1	17.4	-11.8	-1.1	2.2	-0.0323
CN(C)P1(N(C)C)=Nc2c(c(N)nn2C)C(c2ccccc2)=N1	-1.9	x	-0.0229	74.6	12.6	-0.4	x	x	0.381
Cc1oc(C(=O)Nc2ccc(O)cc2)cc1COc1ccccc1	-0.6	7.1	0.289	86.8	16.0	5.3	-1.2	26.2	0.00119
COCCOC(=O)c1c(N)n(Cc2ccccc2)c2nc3ccccc3nc12	0.8	1.9	-0.0707	71.9	7.7	11.5	-0.1	-10.3	-0.22
c1ccc(C(OCCN2CCNCC2)c2ccccc2)cc1	1.4	-8.4	0.492	88.9	4.9	-1.1	-1.1	-20.3	-14.3*
Cc1nc2cc(F)ccc2n1C1CCN(Cc2nnnn2CCc2ccccc2)CC1	-0.4	-3.6	-1.51	101.9	8.3	15.6	-0.8	14.9	-0.045
CCOP(=S)(OCC)c1ccc(N(C)C)cc1	-1.8	x	2.97*	91.2	11.9	7.8	x	x	-0.382
O=c1cccc2n1CC1CC2CN(Cc2c(Cl)cccc2Cl)C1 (centres undefined)	-0.7	-1.0	0.144	83.5	3.6	-3.2	0.1	x	-0.00342
Cc1ccc(CCN2CC(C(=O)N3CCC4(CC3)OCCO4)CC2=O)cc1 (centres undefined)	-0.7	0.4	-0.198	79.5	12.0	6.6	-0.5	3.2	1.14
CCCCCCOc1ccc(CN2CCN(C)CC2)cc1	0.7	8.2	-0.394	115.6	-26.6	-8.7	-1.2	0.0	-3.25*
CCOC(=O)c1ccc(NC(=O)c2c(O)[nH]c(=O)[nH]c2=O)cc1	1.1	3.0	86.5*	79.4	-1.0	4.3	-0.4	4.8	0.27
CC(=Nc1ccc2c(c1)CCC2)c1c(O)n(C2CCCCC2)c(=O)[nH]c1=O	-0.5	-6.1	0.381	48.9	13.6	-8.2	0.0	2.3	1.26
CCOC(=O)C1(c2ccccc2)CCN(Cc2cccc(C(=O)O)c2)CC1	-0.6	-0.4	0.226	84.7	16.5	-3.9	-0.6	-4.4	-3.83*
CCCC(=O)OCC[N+](C)(C)C	0.2	x	39.9*	116.4	x	-1.0	-3.9	20.9	-7.65*
CC(C)CC1C(C#N)=C(N)Oc2c1c(=O)oc1ccccc21 (centres undefined)	0.7	-11.8	0.0886	84.8	5.3	-2.4	-1.2	-3.8	0.288
Nc1ccc(S(=O)(=O)N2CCCCC2c2cccnc2)cc1 (centres undefined)	-0.4	3.8	-0.122	114.5	13.2	9.5	-0.8	-20.3	1.27
O=C1C2CCCN2C(c2ccccc2)N1c1ccccn1 (centres undefined)	-0.1	-3.1	-0.475	86.8	13.6	-2.7	-0.1	-7.9	0.343
O=c1[nH]c(=O)n(Cc2ccco2)c(O)c1C=NCCN1CCOCC1	1.0	x	0.822	93.3	x	8.4	-1.9	-6.6	-0.676
CN1CCN(c2c[nH]c(=O)[nH]c2=O)CC1	-0.1	-4.4	-0.7	97.2	-0.3	2.8	0.4	-6.4	-0.0508
COC(=O)c1cncn1C(C)c1ccccc1 (centres undefined)	0.4	x	-0.178	89.4	16.6	0.7	x	x	-0.0944
COC(=O)c1ccccc1OP1(=O)COc2ccccc2OC1	0.3	0.6	-1.29	86.0	7.7	-0.9	-0.4	-5.0	0.0101
NCCCP(=O)(O)CCc1ccccc1	0.4	2.5	-0.106	163.2	-3.5	1.0	-0.1	-5.7	-1.07
O=C(Cn1ncc2c3ccccc3n(Cc3ccc(F)cc3)c2c1=O)N1CCC2(CC1)OCCO2	0.2	-0.8	-0.0352	93.5	7.9	5.5	-0.7	18.2	-0.124
CCC(=NCCCN(CC)CC)c1c(O)n(-c2ccccc2)c(=O)[nH]c1=O	-0.3	-3.9	-1.38	91.7	0.9	0.6	-0.8	-13.7	-0.687

The list is partial; rates above refer to the full screens.
